# Source: PubChem (National Center for Advancing Translational Sciences (NCATS))
# Nrf2 ARE act: qHTS of Nrf2 Activators. Potency, µM (top dose mostly 46.1 µM), without a hit: at the top dose activation, most hits filed as activators. AID 624171, 2012. AREc32 ARE-luciferase reporter (MCF7-derived line), luminescence, 24 h. actives 0.31% (n = 410,000); note: potency is the fitted concentration of half-maximal effect; % of control where 0% means no effect; nearly all actives have a fitted effect of over 65% in size
#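 Steps: seed AREc32_Fluc cells (1000/well, 5% FBS OPTI-MEM); incubate overnight at 37 deg C; add 23 nL compound; incubate 24 hr; add Steady-Glo; hold 30 min RT; read luminescence.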
# ATXN2 expr inh: Primary qHTS for Inhibitors of ATXN expression. HEK-293 ATXN2-luciferase reporter, luminescence, 24 h. AID 1745845, 2022. Potency, µM (series often up to 57 µM), for the others: top-dose activity change, negative = inhibition, hits mostly inhibitors. actives 0.72% (n = 360,000); note: potency is the fitted concentration of half-maximal effect; % is set by controls: 0 for no effect and ±100 for the full control effect; nearly all actives have a fitted effect of over 55% in size
#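 qHTS (up to 57 uM final) was run with 24 h compound exposure of reporter cells at 37 °C. Each well was multiplexed: SteadyGlo luminescence measured ATXN2-luciferase expression after a fluorogenic Gly-Phe-AFC viability readout (25 uM final).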
# TGFb inhibitor: qHTS for Inhibitors of TGF-b | AID 588855, 2011 | HepG2 CAGA-GFP TGF-b/SMAD3 reporter, GFP fluorescence, 18 h; TGF-beta stimulated, 500 pg/mL final | actives 1.2% (n = 410,000) | Potency, µM (highest dose often 46.1 µM), for the others: at the top dose activity, negative = inhibition, most hits filed as inhibitors; note: potency is the fitted concentration of half-maximal effect; % is set by controls: 0 for no effect and ±100 for the full control effect; nearly all actives have a fitted effect of over 65% in size
#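 Cell-based qHTS in HEPG2 carrying a CAGA-GFP Smad reporter; compounds added before 500 pg/mL final TGF-beta, 18 h incubation at 37 degrees C, GFP fluorescence quantified per cell by imaging cytometry.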
# IL2 activator: qHTS of IL-2 Activators. IL-2 activation reporter assay, cell-based qHTS; stimulated with anti-CD3/CD4/CD28 beads; in transgenic mouse T cells. activation, % (series mostly up to about 46 µM). actives 0.065% (n = 360,000). AID 652025, 2013; in the data active = activation above about 50%; inconclusive = mostly about 30% to 49%; note: 0% is about no effect
#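 First, unstimulated transgenic mouse T cells were exposed to compound for 60 min. Next, anti-CD3/anti-CD4-coated beads with anti-CD28 were added. Finally, after 18 h at 37 degrees C, EGFP and DsRed were imaged.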
# ATXN viability: Viability Counterscreen for Primary qHTS for Inhibitors of ATXN expression | S2 cells (HEK-293 line with an ATXN2-luciferase reporter) viability, CellTiter-Fluor protease fluorescence, 24 h | Potency, µM (top dose mostly 56.7 µM), hits mostly cytotoxic | actives 0.49% (n = 400,000); note: potency is the fitted concentration of half-maximal effect; nearly all actives have a fitted effect of over 40% in size
# HepG2 viability: qHTS for Inhibitors of TGF-b: Cytotox Counterscreen | actives 0.76% (n = 410,000) | AID 588856, 2011 | HepG2 CAGA-GFP viability, ATP luminescence, 18 h | Potency, µM (top dose mostly 46.1 µM), without a hit: at the highest dose activity change, negative = cytotoxicity, most hits filed as cytotoxic; note: potency is the fitted concentration of half-maximal effect; some results filed as inactive show a strong effect at the top dose
#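 HepG2 CAGA-GFP cells (1000/well, DMEM with 1% FBS) received compound, then TGF-beta at 500 pg/mL final, and were incubated 18 hours at 37 degrees C. Viability was read by CellTiter-Glo luminescence. Media-only wells were set as complete cell-killing and DMSO as no toxicity.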
# EPAC2 agonist: qHTS for Agonist of cAMP-regulated guanine nucleotide exchange factor 4 (EPAC2): primary screen; EPAC2 activation, biochemical qHTS; response scale: 100% = 6.5 mM cAMP response; Rap guanine nucleotide exchange factor 4 (Homo sapiens), Q8WZA2; actives 0.079% (n = 360,000); Potency, µM (doses to about 154 µM), for the others: at the highest dose activation, hits mostly activators; note: potency is the fitted concentration of half-maximal effect; nearly all actives have a fitted effect of over 50% in size
# Target sequence (Q8WZA2 whole entry, looked up): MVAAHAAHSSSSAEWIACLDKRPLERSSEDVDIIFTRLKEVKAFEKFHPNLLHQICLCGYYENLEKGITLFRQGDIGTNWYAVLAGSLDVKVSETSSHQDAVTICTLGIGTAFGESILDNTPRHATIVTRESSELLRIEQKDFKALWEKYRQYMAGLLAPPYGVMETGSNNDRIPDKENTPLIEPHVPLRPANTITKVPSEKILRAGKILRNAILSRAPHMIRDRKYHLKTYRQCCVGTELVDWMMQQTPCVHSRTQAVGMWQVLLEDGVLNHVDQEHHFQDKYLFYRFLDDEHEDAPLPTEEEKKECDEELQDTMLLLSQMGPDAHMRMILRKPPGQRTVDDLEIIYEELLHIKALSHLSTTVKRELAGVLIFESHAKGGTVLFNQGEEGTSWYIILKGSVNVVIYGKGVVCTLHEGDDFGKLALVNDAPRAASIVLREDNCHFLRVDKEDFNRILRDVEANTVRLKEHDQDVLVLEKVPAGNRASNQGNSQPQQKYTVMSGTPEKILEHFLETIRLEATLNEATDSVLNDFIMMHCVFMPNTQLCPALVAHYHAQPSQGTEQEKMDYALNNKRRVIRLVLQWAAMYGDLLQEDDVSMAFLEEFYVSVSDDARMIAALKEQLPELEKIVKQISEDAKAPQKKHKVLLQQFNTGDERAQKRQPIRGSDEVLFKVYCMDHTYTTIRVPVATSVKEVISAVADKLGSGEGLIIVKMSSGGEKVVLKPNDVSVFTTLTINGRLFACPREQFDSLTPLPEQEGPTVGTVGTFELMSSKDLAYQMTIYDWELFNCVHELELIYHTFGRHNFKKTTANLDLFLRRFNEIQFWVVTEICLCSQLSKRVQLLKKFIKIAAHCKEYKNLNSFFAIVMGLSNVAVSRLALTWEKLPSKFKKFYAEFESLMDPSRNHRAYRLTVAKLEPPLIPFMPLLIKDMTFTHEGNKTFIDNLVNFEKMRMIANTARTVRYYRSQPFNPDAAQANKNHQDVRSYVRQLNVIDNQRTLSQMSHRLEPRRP
#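 Guanine nucleotide exchange by EPAC2 is measured as reduced fluorescence of BODIPY-GDP once it is released from 250 nM Rap1B. Plates are read kinetically for 30 min at room temperature; results are scaled to 6.5 mM cAMP.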
# Nrf2 inh: Nrf2 qHTS screen for inhibitors; Potency, µM (series often up to 46 µM), for the others: top-dose activity change, negative = inhibition, usual class: inhibitors; actives 2.1% (n = 360,000); A549 ARE-Fluc reporter, luciferase luminescence, 18-24 h; note: potency is the fitted concentration of half-maximal effect; % is set by controls: 0 for no effect and ±100 for the full control effect; nearly all actives have a fitted effect of over 60% in size
#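 Quantitative HTS in A549 cells stably bearing an antioxidant response element-firefly luciferase construct. Inhibition of Nrf2-driven transcription was scored by luminescence after 18-24 h of compound exposure at 37 °C.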
# A549 tox: Nrf2 qHTS screen for inhibitors: counterscreen for cytotoxicity; A549 ARE-Fluc cells, CellTiter-Fluor viability, 18-24 h; Potency, µM (doses to about 46 µM), for inactives: at the highest dose activity change, negative = cytotoxicity, hits mostly inhibitors; actives 0.16% (n = 390,000); note: potency is the fitted concentration of half-maximal effect; % is set by controls: 0 for no effect and ±100 for the full control effect
#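 A549 ARE_Fluc cells in 5% FBS OPTI-MEM were exposed to compounds in concentration-response for 18-24 h at 37 deg C. Viability was read by CellTiter-Fluor fluorescence (Ex 405/Em 525) after 30 min, before the luciferase read.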
# The depositor's hits bear a star; i = inactive; ? = inconclusive; / = not tested or not shown; [ ] = another dose, or the depositor's remark. Unless noted, calls come from the whole dose curve; as a rule, active = well fitted curve in the direction sought with a large enough effect; inconclusive = small, poorly fitted or top-dose-only effect, or another doubt; inactive = no such curve, though single readings can be large; an effect the other way counts as inactive or inconclusive. The order is random; 4.3% or so of the library scored in one or more.
# Sequence of screens: Nrf2 ARE act	ATXN2 expr inh	TGFb inhibitor	IL2 activator	ATXN viability	HepG2 viability	EPAC2 agonist	Nrf2 inh	A549 tox
- COc1cccc(OCCNS(=O)(=O)c2cccc([N+](=O)[O-])c2)c1
  -0.7%	-1%	-2%	1.8	i	11%	3%	11%	13%
- CCOC(=O)N1CCN(C(=O)CN(c2cccc(Cl)c2)S(=O)(=O)c2ccccc2)CC1
  0.0%	0%	9%	/	i	-26%	/	?	10%
- COCCN1Cc2cccc(C(=O)NCc3cccnc3)c2C1=O
  0.8%	-21%	0%	-1.0	i	-14%	3%	0%	9%
- CN1CCN(C(=S)Nc2ccc(Cl)c(Cl)c2)CC1
  2.5%	-4%	?	-3.9	i	3%	0%	-5%	-4%
- CC1CCN(C(=O)COC(=O)c2cc(S(=O)(=O)N3CCOCC3)ccc2Cl)CC1
  0.3%	-6%	3%	-0.9	i	-8%	10%	-2%	1%
- O=C1/C(=C/C=C/c2ccccc2)Oc2c1ccc(O)c2CN1CCN(CCO)CC1
  ?	/	-19%	0.4	i	-16%	?	4%	-1%
- CC(NC(=O)C1CCC(CNC(=O)[C@@H]2Cc3ccccc3CN2)CC1)c1ccccc1 (some centres not stated)
  0.2%	-6%	7%	-2.3	i	9%	1%	14%	5%
- CN1C(=O)[C@H]2[C@@H](C3CC3)N3C(=O)CN(Cc4ccc(-c5ccccc5)cc4)C(=O)[C@@]3(C)[C@H]2C1=O
  0.1%	9%	-8%	3.6	i	-15%	4%	-1%	2%
- CC(C)(C)C(=O)Nc1nnc(SCC(=O)NC2CCCC2)s1
  -0.2%	-9%	?	-2.1	i	-2%	6%	-10%	-1%
- CC1=C(C(=O)Nc2cc(C(=O)NCc3ccccc3)ccc2C)SCCO1
  0.3%	/	-7%	-3.1	i	-9%	5%	/	/
- Cc1ccc(CSc2nnc(-c3ccccn3)n2Cc2cccs2)cc1
  4.2%	?	?	-1.0	?	-4%	7%	/	/
- Cc1ccc(OCC(=O)Nc2ccc3c(c2)nc(CCN2CCOCC2)n3C)cc1
  0.8%	-10%	27%	-1.8	i	5%	6%	?	/
- Nc1c(C(=O)NCc2ccc3c(c2)OCO3)nnn1-c1ccc(OC(F)(F)F)cc1
  -0.5%	-22%	15%	0.7	i	-16%	-1%	-13%	5%
- Cc1ccn2cc(-c3ccc(NS(=O)(=O)c4ccccc4)cc3)nc2c1
  3.4%	48%[activator]	-3%	-2.8	i	0%	10%	-19%	-11%
- Cc1c(C)c2cc3c(C)coc3cc2oc1=O
  -0.4%	8%	-2%	-2.7	i	-8%	6%	-16%	3%

# The list goes on, starting with the last two of the part before.
# Sequence of screens: Nrf2 ARE act	ATXN2 expr inh	TGFb inhibitor	IL2 activator	ATXN viability	HepG2 viability	EPAC2 agonist	Nrf2 inh	A549 tox
- Cc1ccn2cc(-c3ccc(NS(=O)(=O)c4ccccc4)cc3)nc2c1
  3.4%	48%[activator]	-3%	-2.8	i	0%	10%	-19%	-11%
- Cc1c(C)c2cc3c(C)coc3cc2oc1=O
  -0.4%	8%	-2%	-2.7	i	-8%	6%	-16%	3%
- C/C(Cc1ccccc1)=N\NC(=O)CNC(=O)c1ccccc1Br
  -0.3%	-2%	-2%	1.8	i	-10%	13%	2%	-2%
- C/C(=N\NC(=S)NC1CCCCC1)c1ccc(C)o1
  3.3%	5%	?	-1.7	i	-27%	3%	?	7%
- CS(=O)(=O)N1CCCCC1c1cc(C(=O)Nc2cccc3c2CCCC3)no1 (configuration not stated)
  -0.5%	-10%	18%	0.8	i	-21%	20%	/	/
- O=C(Nc1ccc(Cl)c(S(=O)(=O)N2CCCCC2)c1)c1ccncc1
  1.9%	-10%	-24%	-4.2	i	-23%	-2%	?	-11%
- CCn1ncc(/C=N\NC(=O)COc2ccccc2)c1C
  -0.1%	18%	?	0.1	i	7%	-4%	5%	-9%
- O=C(N/N=C/c1ccccn1)C1CC1
  0.1%	9%	8%	-0.8	i	3%	-5%	11%	-3%
- CCCCS(=O)(=O)N1CCC(C(=O)Oc2ccccc2OC)CC1
  1.0%	-16%	2%	-0.4	i	3%	3%	24%	8%
- COc1ccccc1N(CC(=O)Nc1ccc(F)c(F)c1)S(C)(=O)=O
  -0.1%	-12%	-6%	-3.6	i	1%	-12%	14%	4%
- O=C(COc1ccc(F)cc1)NCC1(N2CCOCC2)CCCCC1
  -0.1%	4%	5%	0.5	i	1%	-6%	15%	0%
- O=c1oc2ccccc2cc1-c1cn(-c2ccccc2)c(=S)[nH]1
  -0.3%	8.9µM*	-27%	3.5	?	-28%	-3%	?	?
- Cn1c(CCC(=O)Nc2ccc(S(C)(=O)=O)cc2)nc2cc(S(=O)(=O)N3CCOCC3)ccc21
  2.1%	-10%	-6%	0.2	i	-6%	9%	-9%	0%
- COc1ccccc1NS(=O)(=O)c1ccc2oc(=O)ccc2c1
  0.4%	-12%	9%	0.1	i	5%	5%	3%	5%
- N#Cc1nc(Cc2cccc3ccccc23)oc1NCc1ccc2c(c1)OCO2
  0.3%	-16%	?	-0.8	i	-19%	-20%	-28%	-5%
- O=C(O)C1CCC(N2C(=O)c3cccc([N+](=O)[O-])c3C2=O)CC1 (configuration not stated)
  -0.4%	3%	?	2.0	i	6%	-3%	10%	4%
- O=C(Nc1ccccc1Cl)C1(c2ccccc2)CC1(Cl)Cl (configuration not stated)
  -0.2%	21%	-22%	0.3	i	-14%	2%	3%	3%
- O=C(NCCc1ccccc1)c1ccc2c(c1)N(Cc1ccccc1Cl)C(=O)c1ccccc1S2
  3.8%	/	?	/	/	-15%	/	/	11%
- CCn1c(SCC(=O)Nc2ccc(F)cc2)nc2ccccc2c1=O
  3.0%	/	-22%	1.7	i	-7%	-7%	-3%	7%
- O=C(CC1N=C2c3ccccc3N=C(SCc3ccccc3F)N2C1=O)NCc1cccs1 (configuration not stated)
  0.1%	/	45%[activator]	/	/	-2%	/	/	-9%
- CCC(C(=O)NCCc1ccc(OC)cc1OC)n1nc(C)n2c(cc3occc32)c1=O (configuration not stated)
  -0.3%	6%	-1%	4.4	i	-6%	8%	11%	7%
- CCCCCN1CC(O)=C(c2nc(-c3ccc(Cl)cc3)cs2)C1=N
  0.0%	-6%	18%	-0.1	i	7%	-1%	-9%	0%[1.84 µM]
- Cc1ccc(S(=O)(=O)N2CCC(C(=O)Nc3cccnc3)CC2)cc1
  -0.3%	3%	-3%	-0.2	i	0%	-8%	-14%	9%
- OC(c1ccc(Cl)cc1)c1ncc(-c2ccccc2Cl)[nH]1 (configuration not stated)
  3.5%	8%	-7%	0.1	i	-27%	24%	/	/
- CC(C)c1ccc(/C=N/NC(=O)c2cccc(S(=O)(=O)N3CCOCC3)c2)cc1
  0.0%	20%	-12%	-0.3	i	-14%	-6%	10%	-5%
- CCOCCCNC(=O)c1c(-c2ccccc2)noc1C
  -0.3%	5%	-5%	-0.7	i	-37%	6%	4%	-3%
- O=C(NCC1CCCO1)C1CCCN1C(=O)Nc1ccc(Cl)c(Cl)c1 (configuration not stated)
  0.0%	15%[11.3 µM]	11%	-3.0	i	1%	-2%	-1%	-3%
- O=C(/C=C/c1ccccc1)N1CCCN(C(=O)/C=C/c2ccccc2)CC1
  -0.4%	0%	0%	-1.6	i	-24%	-4%	-7%	1%
- Cc1ccc2oc3c(c(=O)c2c1)C(c1cccc(Cl)c1)N(CCCN1CCOCC1)C3=O (configuration not stated)
  4.2%	-7%	2%	0.7	i	-26%	6%	19%	-2%
- O=C(CN1CCC(NC(=O)c2ccccc2F)CC1)Nc1ccc2c(c1)OCO2
  -0.1%	-7%	-24%	-0.3	i	-5%	13%	10%	5%
- Cc1ccccc1NC(=O)c1ccc(F)c(S(=O)(=O)N2CCc3ccccc3C2)c1
  1.0%	/	-1%	/	/	-11%	/	/	-2%
- CCOC(=O)CCC(=O)Nc1ccccc1C(N)=O
  0.6%	8%	-15%	-2.8	i	0%	4%	9%	-3%
- COC(=O)CCC(C)C1CCC2C3CCC4CC(O)CCC4(C)C3=CC(=O)C12C (configuration not stated)
  -1.0%	-8%	-12%	-0.9	i	-14%	-4%	3%	0%
- COc1ccccc1N1CCN(C(=O)CCN2C(=O)c3cccc4cccc(c34)C2=O)CC1
  13%	-37%	9%	1.1	?	-1%	7%	-11%	-5%
- CC1CCCCC12NC(=O)N(CC(=O)Nc1cccnc1Cl)C2=O (configuration not stated)
  -0.3%	1%	-21%	0.2	i	-8%	-7%	2%	2%
- CC(C)CN(C(=O)CN(C)S(=O)(=O)c1ccc(Cl)cc1)C1CCS(=O)(=O)C1 (configuration not stated)
  0.4%	0%	?	-2.9	i	2%	1%	-6%	-1%
- CCCNc1nc2c(c(=O)[nH]c(=O)n2C)n1CCc1ccccc1
  -1.1%	-3%	-13%	-4.0	i	-23%	3%	-9%	2%
- Nn1c(SCC(=O)Nc2ccc3c(c2)OCO3)nnc1C1CC1
  -0.5%	4%	2%	1.2	i	2%	-10%	13%	-1%
- O=C(COC(=O)c1cc(-c2ccc(Cl)s2)nc2ccccc12)NCc1ccco1
  ?	-18%	?	0.5	?	10%	11%	/	11%
- CCc1cc(/C(Cc2ccccn2)=N\O)c(O)cc1O
  9.4%	0%	11%	-2.4	i	-19%	6%	/	7%
- CC(=O)c1cc2c(ccc3ccccc32)oc1=O
  -0.3%	4%	-1%	1.0	i	5%	3%	6%	-1%
